# Compound activity: PubChem, several laboratories
# EBV gp42 inh: inhibitors of Epstein-Barr virus glycoprotein 42 | inhibition, % (tested at 21.74 µM) | 0.42% of 220,000 active | Fluorescence polarization binding assay, mP read-out | AID 1085 | Q1HVG2; in the data active = inhibition above about 50%
# 14-3-3 Bad PPI: disrupts binding of bovine 14-3-3 zeta to phospho-Bad peptide; 0.71% of 220,000 active; TR-FRET 14-3-3zeta/Dy647-pBad peptide displacement, 1 h; P63103; inhibition, % at 21.7 µM; AID 781;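 active = inhibition above about 70%, limit read from the data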;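 note: 0% = full 14-3-3 plus peptide FRET controls and 100% = background without 14-3-3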
# Target sequence (P63103 whole entry, looked up): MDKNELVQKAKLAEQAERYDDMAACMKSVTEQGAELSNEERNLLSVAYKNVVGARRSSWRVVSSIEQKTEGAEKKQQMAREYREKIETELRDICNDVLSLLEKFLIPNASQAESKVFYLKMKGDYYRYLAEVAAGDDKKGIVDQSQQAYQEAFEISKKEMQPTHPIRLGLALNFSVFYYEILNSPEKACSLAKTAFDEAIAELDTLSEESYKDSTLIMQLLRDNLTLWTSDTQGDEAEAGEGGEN
# Tb hexokinase: T. brucei hexokinase 1 inhibition. recombinant TbHK1, G6PDH-coupled NADH A340. inhibition, % at 10 µM. 0.11% of 220,000 active. AID 1430;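 active = inhibition of 50% or more in the single-dose primary screen; inactive = inhibition below 50%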
# Hck-Nef inh: human Hck-Nef kinase inhibition; inhibition, % at 20 µM; 0.68% of 220,000 active; Recombinant Hck-YEEI plus Nef, Z-Lyte FRET kinase assay;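 active = Hck-Nef kinase inhibition above about 50%, limit read from the data; inactive = inhibition below that limit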;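 note: 0% = DMSO with Hck plus Nef and 100% = Hck alone without Nef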
# L929 necroptosis: L929 zVAD cell death inhibition | L929 zVAD necroptosis rescue, ATP luminescence, 24 h; with zVAD 60 µM | AID 1377 | 0.38% of 220,000 active | viability rescue, % at 10 µM;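 active = activation, scaled between plate controls, above about 75%, limit read from the data; inactive = activation under that limit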;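 note: 0% = zVAD with DMSO and 100% = DMSO alone without zVAD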
# p47phox inh: inhibitors of human p47phox binding; P14598; p47phox/p22phox peptide binding, fluorescence polarization, 2 h; inhibition, % at 24.7 µM; 0.53% of 220,000 active; AID 1274;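 active = inhibition above about 30%, limit read from the data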;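 note: 0% = p47phox with labelled peptide and 100% = labelled peptide alone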
# Runt-CBFb FRET: inhibitors of human RUNX1 Runt domain binding to CBFb. Cerulean-Runt/Venus-CBFb FRET ratio 530/480, 1 h. inhibition, % at 20 µM. Q01196+Q13951. 0.46% of 220,000 active;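 active = inhibition over about 50% at 20 µM in the single-dose screen, limit read from the data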;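 note: 0% = DMSO wells and 100% = excess unlabeled CBFb competitor control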
# Target sequence (Q01196 whole entry, looked up, the tested form may be a part): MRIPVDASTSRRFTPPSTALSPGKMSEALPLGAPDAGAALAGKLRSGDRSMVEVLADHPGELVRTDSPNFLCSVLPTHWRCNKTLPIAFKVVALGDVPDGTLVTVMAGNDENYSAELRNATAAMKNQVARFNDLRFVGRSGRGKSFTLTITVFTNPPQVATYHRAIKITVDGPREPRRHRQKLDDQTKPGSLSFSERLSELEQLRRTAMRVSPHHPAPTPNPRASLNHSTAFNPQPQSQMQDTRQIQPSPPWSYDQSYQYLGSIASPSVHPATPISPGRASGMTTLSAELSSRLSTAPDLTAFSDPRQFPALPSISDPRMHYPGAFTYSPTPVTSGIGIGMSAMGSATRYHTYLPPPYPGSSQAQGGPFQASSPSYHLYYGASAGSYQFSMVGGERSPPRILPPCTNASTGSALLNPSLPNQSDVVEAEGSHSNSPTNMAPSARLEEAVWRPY
# Target sequence (Q13951 whole entry, looked up, the tested form may be a part): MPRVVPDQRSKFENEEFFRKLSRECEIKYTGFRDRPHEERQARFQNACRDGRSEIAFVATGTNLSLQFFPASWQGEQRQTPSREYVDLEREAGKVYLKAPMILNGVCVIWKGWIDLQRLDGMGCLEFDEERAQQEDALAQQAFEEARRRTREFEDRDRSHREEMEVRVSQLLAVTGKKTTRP
#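 Measured by: fluorescence energy transfer, 422 nm excitation, 530/480 nm emission; test system: Cerulean-tagged RUNX1 Runt domain (FRET donor) fusion protein; buffer or medium: Tris pH 7.5 buffer with BSA; compound: one dose, 20 µM compound, 1% DMSO; times: two 1 h room-temperature incubations shielded from light; benchmarks: unlabeled CBFb 5 µM, positive control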
# Mdm2 ligase inh: inhibitors of human Mdm2 E3 ubiquitin ligase | Q00987 | cell-based MDM2 ubiquitination luciferase reporter, 2 h; 0 = plate control, 100 = twice control, blank-subtracted | signal enhancement, % at 5 µM | 0.11% of 210,000 active;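 active = signal enhancement of 30% or more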;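 note: luminescence tracks abundance of the self-degrading MDM2-luciferase fusion protein; higher signal means inhibition of MDM2 E3 ligase activity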
#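 Assay system: stable mammalian line carrying autodegrading MDM2–luciferase fusion reporter; amount: 2000 cells seeded into each well; buffer or medium: DMEM; benchmarks: plate control and blank wells; signal: luciferase luminescence; timing: 2 h compound exposure at 37 °C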
# Runt-SMMHC FRET: inhibitors of human RUNX1 Runt domain binding to CBFb-SMMHC. Q01196+Q13951. inhibition, % at 20 µM. 0.74% of 220,000 active. Cerulean-Runt/Venus-CBFb-SMMHC FRET ratio 530/480, 1 h;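 active = mean inhibition across duplicate retests at 20 µM reaching about 50%, limit read from the data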;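 note: 0% = DMSO wells and 100% = wells with excess untagged CBFb-SMMHC; inhibitors lower the FRET ratio by blocking Runt binding to CBFb-SMMHC; some results filed as inactive read as strong as hits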
# * = called active by the depositor; . = no result given; [ ] = remark or other dose.
SMILES,Runt-CBFb FRET,Runt-SMMHC FRET,Hck-Nef inh,p47phox inh,Mdm2 ligase inh,Tb hexokinase,14-3-3 Bad PPI,EBV gp42 inh,L929 necroptosis
CCOCCCNC(=O)C(c1ccc(Cl)cc1)N(Cc1cccs1)C(=O)CNC(C)=O (centres undefined),0.4,1.0,-0.2,-1.2,0.5,2.9,1.3[fluorescence artefact?],0.3,.
Cc1cc(C)c2nc(NNC(=O)c3cc(=O)c4ccccc4o3)sc2c1,33.5,-14.0,-1.9,-21.2,3.1,-1.4,-19.5,-6.5,2.0
OCCN1CCN(C(=S)NCCc2ccccc2)CC1,0.5,-0.1,-0.3,-18.4,-5.6,0.0,-16.1,-3.0,0.0
CSC1=NC(C)(C)C=C(/C=C/c2c(Cl)cccc2Cl)N1,1.0,-2.1,24.7,-14.7,2.0,0.9,-12.2,-8.8,4.0
Cc1ccc(C)c(/C=C/C(=O)c2ccccc(=O)c2O)c1,3.4,-13.1,13.3,-13.4,-16.4,-12.6,22.8[fluorescence artefact?],-5.9,0.0
O=C(CCc1ccc(S(=O)(=O)N2CCOCC2)cc1)N/N=C/c1cccc(O)c1,-2.1,4.0,3.1,-1.1,2.5,0.3,-4.8,15.7,0.2
C=CCn1cc(/C=N\NC(=O)c2cc3c(ccc4ccccc43)o2)c2ccccc21,-22.4,-80.6,3.9,-14.2,0.9,-22.0,-2.0,-10.5,2.2
CCOc1ccc2nc(SCC(=O)Nc3nonc3C)[nH]c2c1,-1.0,-2.2,20.1,-7.7,8.3,-4.5,-4.2,-2.8,6.4

# Three entries out of the list, ordered by formula weight, low to high:
SMILES,Runt-CBFb FRET,Runt-SMMHC FRET,Hck-Nef inh,p47phox inh,Mdm2 ligase inh,Tb hexokinase,14-3-3 Bad PPI,EBV gp42 inh,L929 necroptosis
Cc1ccc(C)c(/C=C/C(=O)c2ccccc(=O)c2O)c1,3.4,-13.1,13.3,-13.4,-16.4,-12.6,22.8[fluorescence artefact?],-5.9,0.0
CCOc1ccc2nc(SCC(=O)Nc3nonc3C)[nH]c2c1,-1.0,-2.2,20.1,-7.7,8.3,-4.5,-4.2,-2.8,6.4
O=C(CCc1ccc(S(=O)(=O)N2CCOCC2)cc1)N/N=C/c1cccc(O)c1,-2.1,4.0,3.1,-1.1,2.5,0.3,-4.8,15.7,0.2

# Later entries:
SMILES,Runt-CBFb FRET,Runt-SMMHC FRET,Hck-Nef inh,p47phox inh,Mdm2 ligase inh,Tb hexokinase,14-3-3 Bad PPI,EBV gp42 inh,L929 necroptosis
Cc1c(Cl)cccc1NC(=O)CN1CCN(CCO)CC1,-2.2,-3.3,-0.9,-9.4,-7.3,1.8,10.4[fluorescence artefact?],-10.0,0.2
CCSc1nnc(N)s1,-1.7,2.9,-0.3,-5.0,-18.5,-2.2,-6.4,0.7,-0.2
Cc1ccc(C)c(OCC(=O)N/N=C/c2c(C)nn(-c3ccccc3)c2Cl)c1C,-0.1,3.7,2.9,-5.9,11.8,5.4,-23.9[fluorescence artefact?],-1.9,2.8
O=C(Oc1ccc2c(c1)O/C(=C\c1ccncc1)C2=O)c1ccccc1,-236.1,-310.8,21.9,5.3,-4.6,-13.8,29.3,-1.8,2.7
Cc1cccc2nc(-c3ccccc3)nc(N3CCC(O)(c4ccc(Cl)cc4)CC3)c12,-0.2,3.5,-4.1,-17.1,-4.3,-11.5,0.2[fluorescence artefact?],2.5,1.9
CCOC(=O)/C(C#N)=C/c1cc2ccccc2nc1N1CCOCC1,-11.0,-16.7,2.1,-10.5,-8.4,-17.9,-12.8,-35.3,3.0
O=C(c1ccco1)N1CCN(C(=O)C2CCN(S(=O)(=O)Cc3ccccc3)CC2)CC1,-1.8,-1.9,1.4,-8.3,-51.8,0.8,-2.3,-19.1,0.1
c1ccc2c(c1)nc(Nc1ccc3c(c1)OCO3)c1nnnn12,0.0,-1.4,-1.9,1.2,-9.8,-8.8,-4.3,-9.4,-1.2
CCOC(=O)CN1CC23C=CC(O2)C(C(=O)NCCc2ccccc2)C3C1=O (centres undefined),2.2,4.5,0.1,13.0,-3.3,-4.8,12.7[fluorescence artefact?],-5.8,-0.7
Cc1ccc(Nc2cc(C)nc(NCc3ccccc3)n2)cc1,-1.1,-1.9,4.0,-21.0,-9.9,21.2,-14.3[fluorescence artefact?],1.4,0.7
O=C(N/C(=C/c1cccnc1)C(=O)N1CCOCC1)c1ccccc1Br,-0.6,-0.6,0.3,-2.6,-7.8,-2.5,1.6,-13.0,1.2
CC(C/C=N/NC(=O)COc1cc(Cl)ccc1Cl)c1ccccc1 (centres undefined),0.2,5.0,-0.7,-1.8,-11.8,-0.7,-11.5,-17.7,0.1
CCOC(=O)CN(c1cccc(C(C)=O)c1)S(C)(=O)=O,-0.7,-0.6,-2.7,1.3,-14.7,-2.6,2.1,0.6,0.5
O=C(c1cccnc1)C1Cc2ccccc2C1=O (centres undefined),4.2,-6.1,-0.6,15.5,-13.9,-36.1,1.8,-6.1,-0.1
CC(C)=C1SC(N2CCN(c3cccc(Cl)c3)CC2)=NC1=O,0.3,-3.3,0.9,-1.5,-11.7,36.3,-30.1,-8.1,1.7
NC1=NC(=O)/C(=C/c2cn(CCC(=O)O)nc2-c2ccc(Cl)cc2)S1,1.5,-3.0,4.7,-55.0,-12.2,-23.7,5.1,-50.0,3.0
COCCNCC(O)CON=C1c2ccccc2-c2ccccc21 (centres undefined),0.0,2.8,15.5,-8.6,-6.8,4.5,-28.5,1.9,52.5
COc1ccccc1NC(=O)CN1CCN(C(=O)c2ccco2)CC1,-1.1,3.0,9.2,9.8,-3.6,-0.1,-9.1,-1.9,-1.3
CCOC(=O)C1=C(CC)OC(N)=C(C#N)C1c1ccc(OC)cc1OC (centres undefined),-5.8,-5.1,-0.2,-11.6,-14.5,-11.6,-12.2,8.8,0.9
COc1ccc(OCc2nnc(SC3CCOC3=O)n2-c2ccccc2)cc1 (centres undefined),-1.8,-3.2,-0.3,-9.0,-17.9,9.1,3.8,-6.3,-0.3
Cc1cccc(N(C(=O)Cn2nnc(-c3ccccc3F)n2)C(C(=O)NC(C)(C)C)c2ccncc2)c1 (centres undefined),-1.4,-1.3,4.5,.,-4.4,-1.0,0.8,-14.8,-0.1
C=CCN(CC(=O)NCc1ccccc1)C(=O)c1csnn1,-0.8,0.7,1.1,-9.8,13.8,-0.5,-4.8,-7.5,-0.6
COc1ccccc1-n1cnc2cc(C(=O)NCC3CCCO3)ccc21 (centres undefined),0.7,1.4,-0.2,-0.6,-3.3,-13.6,15.1,-8.5,1.8
CC(C)OC(=O)c1c(F)c(F)c(N2CCOCC2)c(F)c1F,-1.3,-0.7,-1.6,-6.8,-7.6,-9.2,7.7[fluorescence artefact?],-34.1,-0.2
CN(C)NC(=S)NC1(C)CCS(=O)(=O)C1 (centres undefined),0.2,0.3,20.5,10.6,-9.6,-4.3,6.8,-4.8,0.9
C=CCOc1ccc(CNc2ccc(NC(=O)CCC)cc2)cc1OCC,1.0,1.8,-0.2,-2.4,-13.2,-0.2,1.6,-20.1,1.3
CCOC(=O)c1cc2c(ccn2C)n1CC(=O)N1CCN(c2ccccc2)CC1,6.9,-23.1,1.4,-5.3,-7.6,-3.7,5.7,-10.5,-0.4
CCCCN1C(=O)CC(Sc2ncccc2C(=O)O)C1=O (centres undefined),-1.4,-2.1,-37.2,22.9,-4.1,3.3,1.1,-2.9,-1.3
CCCCOc1ccc(Cc2n[nH]c(=S)n2N)cc1,15.2,13.6,8.2,1.1,-2.7,35.2,-12.6,-15.1,0.0
NC1=NC[C@@H](Cc2ccc(O)cc2)N1CCc1cccc2ccccc12,0.7,-3.2,27.2,6.6,12.4,5.8,3.0,-1.7,1.0
N#CCOC(=O)c1c2c(nc3ccccc13)CCC2,-2.5,-2.9,23.0,-4.7,1.1,-3.5,-4.0,-4.3,3.1
CCC1=Nc2cc(C(=O)O)ccc2Sc2ccc(Cl)cc21,-2.8,-0.5,-6.8,-4.2,.,12.1,-5.6,-12.2,.
COCn1c(=O)c2c(nc(SC3=NCCS3)n2Cc2ccccc2C)n(COC)c1=O,-4.1,-9.5,1.1,-12.3,-15.4,-2.8,-7.5,-14.7,0.3
O=C(O)CSc1c(-c2cccs2)[nH]c2ccccc12,-2.0,-1.3,-0.2,-8.4,-17.7,-21.6,-2.6,10.2,-0.9
Cc1cnc(C(=O)Nc2ccc(C(C)C)cc2)cn1,0.3,-0.5,14.6,4.1,-12.4,-4.3,-9.6,3.1,2.3
O=C(O)CN(Cc1ccccc1)S(=O)(=O)c1ccc(F)cc1,-1.9,-1.8,-0.8,-5.5,1.7,11.5,2.4,-10.6,0.2
O=C(N/N=C/C1C(c2ccccc2)C1(Cl)Cl)c1cccc(Br)c1 (centres undefined),-0.2,-0.8,-0.2,7.1,-4.2,0.3,-0.1,-9.9,0.0
CC(=O)OCCN(Cc1ccccc1)Cc1ccc2c(c1)OCO2,2.2,-1.5,2.1,-0.9,-17.1,2.4,68.0,-12.9,0.0
COc1ccc(/C=C/C(=O)Nc2sc(Cc3ccccc3)c(C)c2C(N)=O)cc1,-51.2,-24.8,4.5,-31.5,1.2,-13.8,-12.9,-6.6,1.2
Cc1ccccc1-c1coc2cc(O)ccc2c1=O,-3.7,-1.2,3.0,-24.4,2.4,-25.4,7.9,-2.3,0.3
CCOC(=O)c1nn(-c2c(C)n(C)n(-c3ccccc3)c2=O)cc1O,-1.5,5.7,3.4,-4.3,-11.6,3.0,9.7,-12.2,1.2
COc1cccc2cc(/C(C)=N/NC(=O)c3ccco3)oc12,-0.1,-0.4,27.5,-5.9,-10.6,-46.5,-8.6,-11.9,71.0
CC(C)n1cc(/C=C2/SC(=O)N(CC(=O)N3CCCC3)C2=O)c2ccccc21,-11.8,0.8,-0.7,-4.2,3.4,-0.4,8.6,-30.9,1.2
Cc1ccc(/C=N/N=C2\SCC(=O)N2CC2CC2)cc1,-1.1,-0.9,-3.2,-14.5,-7.2,-14.5,3.1,-2.2,0.5
CCOc1ccccc1Oc1cn[nH]c1-c1ccc(OC)cc1O,1.2,0.7,26.3,-13.0,-16.9,31.7,-5.2,-2.2,-0.5
Cn1c(N)c(N=O)c(=O)n(C)c1=O,2.0,1.0,15.8,-6.2,-3.9,-16.4,-9.2,-17.0,-0.3
CCc1ccc(NC(=O)COn2nnc3ccc(S(=O)(=O)N(C)C)cc32)cc1,0.3,-3.0,3.4,-1.7,-14.4,-4.2,4.2[fluorescence artefact?],-8.1,-1.1
CCC(=O)Nc1cccc(-c2cn3cccc(C)c3n2)c1,2.0,-3.4,12.8,-4.6,-5.8,-6.8,2.2,-10.2,0.9
Cc1nn(CCN)c(C)c1Cl,2.1,1.8,18.8,-2.1,-0.6,-4.1,-9.8,-16.5,3.7
CCOc1ccc(S(=O)(=O)N2CCN(S(=O)(=O)c3ccc(OCC)cc3)C(C)C2)cc1 (centres undefined),-3.8,-2.8,-1.9,1.9,-11.2,-1.0,-6.9[fluorescence artefact?],-4.2,-1.3
N#Cc1cnn(-c2ccc(F)cc2)c1N,8.0,10.9,-22.1,-25.3,-6.3,-8.1,3.0,-6.2,0.9
O=C(NCC1CC1)c1ccc(Oc2cc(Cl)cc(Cl)c2)o1,-2.2,-2.5,-10.4,-20.0,1.6,-5.9,-0.2,-4.1,1.0
